GPR55 activation: selective activators of receptor GPR55 – imaging, U2OS cells, beta-arrestin-GFP redistribution, primary screen (AID 1961); activation, % at 10 µM; hits with a dose series show EC50 in µM; 290,000 compounds, 0.048% hits; U2OS GPR55 beta-arrestin-GFP redistribution imaging; higher % means a stronger effect;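 active = activation above 40% with more than 50 cells counted in the well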;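 also: U2OS osteosarcoma cells stably expressing GPR55 and beta-arrestin-GFP; plate controls were DMSO negative control for no effect and LPI positive control for full effect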
NTR1 agonist: agonists of NTR1, primary screen, imaging, U2OS cells, beta-arrestin-GFP, high content (AID 493036) | P30989 | NTR1-U2OS beta-arrestin-GFP spot imaging, agonist mode | activation, % at 20 µM | 330,000 compounds, 0.17% hits;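 active = activation at or above 40% of the spot to cytoplasm intensity ratio, with at least 20 cells analyzed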;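 also: 0% = DMSO without peptide and 100% = 100 nM NTR1 peptide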
Target sequence (P30989 whole entry, looked up): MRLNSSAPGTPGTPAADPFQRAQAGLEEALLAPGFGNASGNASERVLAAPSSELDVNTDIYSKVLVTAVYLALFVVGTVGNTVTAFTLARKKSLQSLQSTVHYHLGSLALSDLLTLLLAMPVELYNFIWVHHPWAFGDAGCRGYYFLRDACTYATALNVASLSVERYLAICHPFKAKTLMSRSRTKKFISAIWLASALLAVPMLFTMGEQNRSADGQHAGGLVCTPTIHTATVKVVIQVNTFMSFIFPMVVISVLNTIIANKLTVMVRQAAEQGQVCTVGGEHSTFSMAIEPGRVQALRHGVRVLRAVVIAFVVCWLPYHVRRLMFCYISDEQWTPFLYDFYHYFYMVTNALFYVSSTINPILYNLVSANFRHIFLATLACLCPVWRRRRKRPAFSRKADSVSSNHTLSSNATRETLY
KOR beta-arrestin-1: KOR antagonists, beta-arrestin recruitment, cell-based, luminescence, uHTS (AID 1778); KOR beta-arrestin recruitment, luminescence, antagonist mode; higher % means a stronger effect; one-dose inhibition, % at 10 µM; IC50 in µM for titrated hits; 290,000 compounds, 0.091% hits; also: strong numbers were not always called active
NOD1 NF-kB reporter: NOD1 signaling inhibitors, primary screen, cell-based, luminescence, uHTS (AID 1578). NOD1-driven NF-kB luciferase reporter cells, luminescence; higher % means a stronger effect. inhibition, % at 4 µM, or EC50 in µM where a hit was titrated. 290,000 compounds, 1% hits; in the data active = inhibition mostly above about 36%, no sharp cut-off; inactive = mostly below about 34%;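 also: HEK-293T reporter cells stimulated with the NOD1 agonist gamma-tri-DAP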
ER stress rescue: protection against thapsigargin-triggered cell killing – 384-well, CSM14.1, ATP luminescence, primary screen (AID 1222); 190,000 tested, under 10 active; CSM14.1 thapsigargin-induced death rescue, ATP luminescence; higher % means a stronger effect; cellular ATP content (survival), % at 20 µM; hits with a dose series show EC50 in µM;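 active = EC50 below 50 µM in the dose-response confirmation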;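 also: death triggered by thapsigargin at about 15 µM added after 2 h compound pretreatment; cell ATP read after overnight thapsigargin exposure of roughly 18 to 22 hours; normalized against plate controls of thapsigargin alone and 5% DMSO vehicle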
Yfh1-depleted yeast: mitochondrial function rescue without frataxin homolog – Friedreich's ataxia, plus single-dose screen, dose response (AID 1465) | one-dose fold induction at 50 µM; EC50 in µM for titrated hits | 220,000 compounds, 0.074% hits | S. cerevisiae Yfh1-off respiration, WST-1 reduction, 72 h; higher fold induction means a stronger effect;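 active = fold induction of absorbance versus untreated yeast above a set limit, then at least 30% activation at any dose in follow-up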;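 also: activators that raise dye reduction in frataxin-depleted yeast; strong numbers were not always called active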
TNAP activators: stimulation of alkaline phosphatase TNAP activity – biochemical, luminescent, no phosphate acceptor, uHTS, primary screen (AID 1001) | purified TNAP, luminescent activation assay, no phosphate acceptor; higher activation fold means a stronger effect | activation fold at 20 µM; hits with a dose series show EC50 in µM | 200,000 compounds, 0.03% hits; in the data active = activation fold from about 3, or a potency from the dose series; inactive = the rest, 99 in 100 with activation fold below about 1.6; also: many of its hits are not listed in these tables
NOD2 inhibition: inhibition of NOD2-driven NF-kB reporter – cell-based, luminescence, uHTS, HEK293 (AID 1566) | HEK293 NOD2/NF-kB luciferase reporter, luminescence; higher % means a stronger effect | inhibition, % at 4 µM; hits with a dose series show EC50 in µM | 290,000 compounds, 0.63% hits; also: many of its hits are not listed in these tables
KOR beta-arrestin-2: kappa opioid receptor activators – cell-based, luminescence, uHTS, primary screen (AID 1777). activation, % at 10 µM, or EC50 in µM where a hit was titrated. KOR beta-arrestin recruitment, luminescence; higher % means a stronger effect. 280,000 compounds, 0.02% hits; in the data active = activation above about 50%, passing the limit was not always enough; also: a part of the inactive calls stands beside numbers as strong as those of hits
NTR1 agonist cell count 20 µM: recorded beside NTR1 agonist, whose call it bears; cell count; measured here: cell count, cytotoxicity flag
* hit, by the source's call; i = inactive; x = no result given; [ ] = another dose, or the depositor's remark. Rule as the data show it, unless noted: active = inhibition above about 50%; inactive = the rest. Some of the compounds tested (hit frequency here may not be typical).

SMILES | GPR55 activation | NTR1 agonist | NTR1 agonist cell count 20 µM | KOR beta-arrestin-1 | NOD1 NF-kB reporter | ER stress rescue | Yfh1-depleted yeast | TNAP activators | NOD2 inhibition | KOR beta-arrestin-2
O=C(c1cc(Cl)cc(Cl)c1)N1CCN(c2cc(C(F)(F)F)nc3ccccc23)CC1 | -0.1% | 2.8 | 54 | 4% | -15% | x | i | x | -3% | 2.0%
O=C(Nc1ccccc1)Nc1ccc(C(=O)N2CCCC2)cc1 | -0.2% | 0.0 | 76 | 8% | -20% | -3.6% | i | 1.1 | -79% | -6.9%
COc1ccc(-n2c(N)c(C(=O)NCc3ccco3)c3nc4ccccc4nc32)c(OC)c1 | -0.2% | 0.8 | 34 | 0% | x | x | i | 1.2 | 0% | -2.0%
COc1ccc(CCNC(=O)c2cc(-c3cc(C)ccc3O)n[nH]2)cc1OC | 0.2% | 0.7 | 44 | 4% | -4% | 1.8% | i | 1.9 | -8% | 7.0%
COc1ccc(CNC(=O)COc2cc3c(c4oc(=O)cc(C)c24)CCC(C)(C)O3)cc1 | -0.1% | 6.3 | 91 | -13%[20 µM] | -19% | x | x | x | 16% | -2.3%
Cc1nnc(-c2ccc(Cl)cc2)nc1NCCN(C)C | 0.2% | -0.5 | 82 | -33%[20 µM] | -9% | -0.5% | i | 1.1 | 32% | -4.2%
COc1cc(C2C(C#N)=C(C)NC3=C2C(=O)CC(C)(C)C3)cc(OC)c1O (stereo not drawn) | 0.0% | -0.1 | 55 | 13% | -6% | -0.4% | i | 1.1 | 15% | -3.2%
COc1ccccc1OCC(=O)Nn1c(=S)[nH]c2ncccc2c1=O | 0.2% | -0.3 | 65 | 28% | 4% | -1.3% | i | 1 | 13% | -1.7%
Cc1ccc(C)c(-n2ccnc2SCC(=O)O)c1 | -0.1% | 0.2 | 44 | 6% | 9% | -1.4% | i | 1.1 | -10% | -6.2%
COc1ccc(N2CC(C(=O)Nc3cc(C)on3)CC2=O)cc1 (stereo not drawn) | -0.2% | 0.0 | 40 | -52% | x | -1.6% | i | 1.1 | 5% | 8.1%
Oc1nc(Nc2ccc(F)cc2)sc1/C=C1\C=Nc2ccccc21 | -0.3% | 4.9 | 58 | -11% | -5% | x | i | x | -182% | -0.3%
O=C(Nc1nc(-c2ccccc2)cs1)c1ccccc1F | 1.2% | 1.0 | 54 | 5% | -53% | x | x | x | -33% | -2.5%
COc1ccc(/C=N/NC(=O)c2ccoc2C)cc1CN1CCN(c2ccc(F)cc2)CC1 | 0.4% | 1.4 | 84 | -2% | 4% | x | x | x | -15% | 7.7%
Cc1ccc(OCc2cc(C(=O)N(C)CCc3ccccn3)no2)cn1 | -0.2% | 0.9 | 54 | -11% | -10% | x | x | x | 19% | -5.0%
CCOC(=O)c1ccc(NC(=S)N(CCN2CCCCCC2)Cc2ccco2)cc1 | 0.5% | 1.7 | 70 | -22% | -6% | 0.1% | i | 1.1 | -19% | 6.4%
CNC(=O)C1C2C=CC3(O2)C1C(=O)N(CCOC)C3C(=O)NCc1ccc(OC)cc1 (stereo not drawn) | 0.3% | 1.4 | 59 | -16% | -26% | 0.3% | x | 1 | -10% | 14%
Cc1ccc(C(=O)OCC(=O)Nc2ncc(Cl)cc2Cl)cc1NC(=O)c1ccco1 | -0.1% | 2.3 | 65 | 16% | -17% | -0.5% | i | 1.2 | 12% | -8.1%
CC(=O)c1ccc(NC(=O)COC(=O)CCc2ccc(S(=O)(=O)N3CCOCC3)cc2)cc1 | -0.6% | 1.8 | 54 | 6% | -8% | x | i | x | 10% | 2.6%
Cc1cc(NC(=O)COC(=O)c2cc3c(s2)CCC(C)C3)no1 (stereo not drawn) | -0.2% | 1.4 | 88 | 10% | -14% | -1.9% | i | 1.2 | 1% | x
Cc1ccn2cc(CSc3ccccc3N)nc2c1 | -0.2% | 1.2 | 43 | -6% | -25% | -2.1% | i | 1.1 | -81% | 0.8%
COc1ccc(CC(=O)Nc2ccc(C(=O)NC(C)(C)C)cc2)cc1 | -0.3% | 2.4 | 73 | 16% | -18% | 5.5% | i | 1.1 | 9% | 2.3%
CCN(c1ccccc1)S(=O)(=O)c1ccc2[nH]cc(C(=O)N3CCOCC3)c(=O)c2c1 | 0.2% | 0.1 | 41 | 26% | -14% | -2.1% | i | 1.1 | -5% | 0.5%
Cc1ccc(S(=O)(=O)CC(=O)N2CCN(c3ccc(F)cc3)CC2)cc1 | -0.1% | 0.1 | 71 | 8% | -15% | x | x | x | -9% | -1.3%
Cc1ccc(C(=O)COC(=O)C(C)N2C(=O)C3C4CCC(C4)C3C2=O)cc1 (stereo not drawn) | -0.1% | 0.4 | 79 | 6% | -24% | x | x | x | -2% | 3.8%
O=C(/C=C/c1ccccc1)Nc1nnc(SCC(=O)c2ccc3ccccc3c2)s1 | -0.3% | -0.4 | 51 | -37% | -4% | -0.6% | i | 0.9 | -23% | 1.0%

Four of the compounds above, with values under each structure.
Values run as follows: GPR55 activation, NTR1 agonist, NTR1 agonist cell count 20 µM, KOR beta-arrestin-1, NOD1 NF-kB reporter, ER stress rescue, Yfh1-depleted yeast, TNAP activators, NOD2 inhibition, KOR beta-arrestin-2
Cc1ccc(C)c(-n2ccnc2SCC(=O)O)c1
 : -0.1%, 0.2, 44, 6%, 9%, -1.4%, i, 1.1, -10%, -6.2%
Oc1nc(Nc2ccc(F)cc2)sc1/C=C1\C=Nc2ccccc21
 : -0.3%, 4.9, 58, -11%, -5%, x, i, x, -182%, -0.3%
Cc1ccc(C(=O)COC(=O)C(C)N2C(=O)C3C4CCC(C4)C3C2=O)cc1 (stereo not drawn)
 : -0.1%, 0.4, 79, 6%, -24%, x, x, x, -2%, 3.8%
O=C(Nc1ccccc1)Nc1ccc(C(=O)N2CCCC2)cc1
 : -0.2%, 0.0, 76, 8%, -20%, -3.6%, i, 1.1, -79%, -6.9%

(continued)
SMILES | GPR55 activation | NTR1 agonist | NTR1 agonist cell count 20 µM | KOR beta-arrestin-1 | NOD1 NF-kB reporter | ER stress rescue | Yfh1-depleted yeast | TNAP activators | NOD2 inhibition | KOR beta-arrestin-2
CC1CC(C)(C)NC(=S)N1CCCC(=O)Nc1ccc(Br)cc1 (stereo not drawn) | -0.6% | -1.5 | 49 | 10% | -27% | -0.4% | i | 0.9 | 6% | -3.2%
CC1(C)CC(=O)C=C(Nc2ccc(C(=O)O)cc2)C1 | -0.1% | -1.6 | 53 | -15% | -34% | -4.4% | i | 1.1 | -1% | -1.1%
O=c1[nH]c2ccccc2c(O)c1-c1ccccc1[N+](=O)[O-] | 0.2% | -0.1 | 32 | 7%[20 µM] | -13% | -1.7% | i | 1 | 6% | x
C=CCn1c(NC(=O)c2ccco2)c(S(=O)(=O)c2ccccc2)c2nc3ccccc3nc21 | -0.2% | x | x | -18% | -6% | x | x | 1.1 | 10% | -4.3%
O=[N+]([O-])c1cccc(N=Cc2sc3ccccc3c2O)c1 | -0.1% | 0.2 | 45 | -25%[20 µM] | -23% | -2.5% | i | 0.9 | -38% | -0.5%
Cc1ccc(C)c(N(C(=O)c2csnn2)C(C(=O)NC2CCCCC2)c2ccncc2)c1 (stereo not drawn) | -0.1% | 0.0 | 65 | -16% | -14% | x | x | x | -1% | 0.5%
Cc1ccc(-c2sc(C(=O)NN)c(C)c2C#N)cc1 | 0.4% | 1.0 | 42 | 6% | -12% | x | i | x | 4% | 6.2%
CC1=C(CC(=O)c2ccc(Cl)cc2)C(=O)c2ccccc2C1=O | 0.2% | 6.3 | 94 | -52% | 44% | -1.2% | i | 1.1 | 4% | 3.5%
CCOC(=O)c1[nH]c(C)c(C(=O)N2CCN(c3ccccc3)CC2)c1C | -0.1% | -1.7 | 54 | 20% | 3% | -1.0% | i | 1.1 | 6% | -5.4%
COc1ccc(OC)c(C2=NO[C@@H]3C(=O)N(c4cc(Cl)ccc4OC)C(=O)[C@H]23)c1 | 0.0% | 1.6 | 103 | -52% | 2% | -2.5% | i | 1.1 | -9% | 2.4%
CS(=O)(=O)c1cnc(-c2ccccc2)nc1Oc1ccc(Cl)cc1 | -0.3% | 2.4 | 46 | -58% | 4% | -1.0% | i | 1.1 | -12% | 37%
Cc1ccc(S(=O)(=O)NCc2ccc(C(=O)N(C)CCC#N)cc2)cc1 | 0.4% | 0.2 | 55 | 9% | -18% | -1.6% | i | 1.1 | 11% | -1.3%
O=C(c1cc(-c2ccco2)on1)N1CCN(C(c2ccccc2)c2ccccc2)CC1 | 0.0% | 9.4 | 82 | 42% | 4% | -0.3% | i | 1.1 | 27% | -1.1%
CCC1CCCCN1S(=O)(=O)c1ccc(NC(=O)C2CCN(C(=O)c3ccco3)CC2)cc1 (stereo not drawn) | -0.1% | -0.6 | 39 | 23% | -16% | x | x | x | 32% | 2.5%
CC1CC(C(F)(F)F)n2ncc(C(=O)O)c2N1 (stereo not drawn) | -0.1% | 0.4 | 45 | -53% | 4% | 3.0% | i | 1.1 | 1% | 10%
CCC1C(C#N)=C(N)OC2=C1C(=O)CC(C)(C)C2 (stereo not drawn) | 0.0% | 0.9 | 62 | 35% | -16% | -0.5% | i | 1.1 | 7% | 3.0%
COc1ccc(/C=C2/SC(=O)N(CCNC(=O)C3CCCN3C(=O)c3cccs3)C2=O)cc1 (stereo not drawn) | -0.1% | -1.0 | 78 | 22% | -5% | -3.1% | i | 1.1 | -6% | -1.2%
O=[N+]([O-])c1ccccc1/C=N/Nc1nc(N2CCCC2)nc(N2CCCC2)n1 | 0.5% | 1.1 | 56 | 11% | -37% | -0.4% | i | 1.2 | 12% | -4.8%
CCCC(NC(=O)Cc1c(C)c2cc3c(C)c(C)oc3c(C)c2oc1=O)C(=O)N[C@@H](Cc1ccccc1)C(=O)O (stereo partly drawn) | 0.1% | x | x | -1%[20 µM] | -25% | x | x | x | 16% | -0.6%
NC(=S)NC1CCS(=O)(=O)C1 (stereo not drawn) | 0.5% | 0.0 | 22 | 2% | -14% | -8.8% | i | 1.2 | 9% | -2.5%
O=C(Nc1cccnc1)c1ccc(-c2ccccc2)cc1 | 0.6% | 0.3 | 92 | -41% | -44% | -3.8% | i | 1.1 | -69% | -7.0%
CCN1C(=O)c2ccccc2Sc2ccc(C(=O)NCCCN3CCOCC3)cc21 | -0.3% | 2.9 | 57 | 2% | -10% | 6.3% | i | 1 | 20% | 4.5%
CC(C)CC1(C)NC(=O)NC1=O (stereo not drawn) | 0.3% | 1.0 | 59 | -26% | -5% | 0.3% | i | 1.1 | -7% | -11%
COc1ccc(Nc2nc(C)nc3c2nnn3Cc2ccccc2)cc1OC | -0.1% | 1.5 | 43 | -9% | 0% | -2.5% | i | 1.1 | 10% | -4.2%
CC1(C)Cc2ccccc2-c2nc(NCCO)n(-c3ccccc3)c(=O)c21 | 0.2% | -0.4 | 56 | 19% | -8% | -2.1% | i | 1 | 0% | -0.9%
CC1(C)Cc2cccc(OCC(O)CN3CCN(c4ccccn4)CC3)c2O1 (stereo not drawn) | 0.7% | x | x | 29% | -27% | -2.5% | i | 1.1 | 15% | -4.8%
COc1ccccc1CNC(=O)c1sccc1C | -0.1% | 0.0 | 55 | -15% | -29% | x | x | x | 6% | 2.3%
